High-throughput results: PubChem BioAssay, several laboratories
DUSP3 inh: VHR1 phosphatase inhibitors, primary screen, biochemical, absorbance, uHTS. Dual specificity protein phosphatase 3 (Homo sapiens), P51452. recombinant VHR phosphatase, pNPP absorbance. inhibition, % at 13.3 µM. 290,000 compounds, 0.52% hits. AID 1654, 2009; in the data active means inhibition above about 50%; further: some compounds called inactive have numbers as strong as hits
Target sequence (P51452 whole entry, looked up): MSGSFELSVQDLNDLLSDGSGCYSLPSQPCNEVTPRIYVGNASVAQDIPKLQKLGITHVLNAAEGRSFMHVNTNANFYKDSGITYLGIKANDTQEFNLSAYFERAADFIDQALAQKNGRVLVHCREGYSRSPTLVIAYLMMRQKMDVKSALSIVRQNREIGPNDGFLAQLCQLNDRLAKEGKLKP
Rv3671c inh: Rv3671c serine protease inhibitors, primary screen, biochemical, fluorescence polarization, M. tuberculosis H37Rv. P9WHR9. inhibition, % at 5.96 µM. 320,000 compounds, 0.048% hits. AID 2606, 2010; in the data active means inhibition above about 38%;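 further: extracellular domain of Rv3671c used as enzyme; 0% = enzyme with DMSO and 100% = no enzyme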
Yp Topo-I inh: Yersinia pestis topoisomerase I inhibitors, primary screen, biochemical, cleavage product accumulation, plate reader, single point; DNA topoisomerase I (Yersinia pestis CO92); Y. pestis Topo-I cleavage product accumulation; activity, % at 10 µM; 360,000 compounds, 0.064% hits; AID 504884, 2011; in the data active means activity above about 50%, passing the limit was not always enough; further: inactives centre near 2
PriA SSB inh: inhibitors of Klebsiella pneumoniae PriA binding to SSB C-terminal tail, primary screen, biochemical, AlphaScreen. PriA–SSB C-terminal tail interaction (Klebsiella pneumoniae). AlphaScreen SSBct-PriA binding, biotinylated peptide. inhibition, % at 33 µM. 430,000 compounds, 0.6% hits. AID 1272365, 2023; in the data active means inhibition mostly above about 37%, no sharp cut-off; inactive means mostly below about 20%;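 further: plate controls were negative control peptide for no effect and reference peptide for full effect; strong numbers were not always called active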
PfHsp40 rescue: rescue of yeast from PfHsp40 toxicity, primary screen, S. cerevisiae, ATP luminescence. S. cerevisiae expressing PfHsp40, growth rescue. growth rescue, % at 12.5 µM. 340,000 compounds, 0.68% hits. AID 504582, 2011; in the data active means growth rescue above about 28%, passing the limit was not always enough;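 further: yeast W303a lacking pdr1 and pdr3 grown in galactose medium; growth measured after three days at 30 °C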
MazEF act: activators of E. coli MazEF toxin-antitoxin RNase, primary screen, biochemical, fluorescence, uHTS; FAM/BHQ RNA-DNA oligo cleavage fluorescence, 5 h; activation, % at 20 µM; 350,000 compounds, 0.32% hits; AID 504720, 2011; in the data active means activation above about 50%
SARS 3CLpro inh: SARS-CoV 3CLpro protease inhibitors, primary screen, biochemical, quenched FRET. AID 1706, 2009. Replicase polyprotein 1ab (Severe acute respiratory syndrome coronavirus), P0C6X7. 290,000 compounds, 0.14% hits. recombinant SARS-CoV 3CLpro, quenched FRET peptide cleavage. inhibition, % at 6 µM; in the data active means inhibition above about 12%
Vc quorum ag: inducers of Vibrio cholerae quorum light production without autoinducers, primary screen, BH1578 luxS cqsA deficient, single point; V. cholerae BH1578 lux reporter, luminescence, 6 h; activation, % at 18.7 µM; 350,000 compounds, 0.16% hits; in the data active means activation mostly above about 9.7%, no sharp cut-off; further: not every result past the cut was called active; inactives centre near 0; reference of the scale not given here
TcdB GH inh: TcdB glycohydrolase inhibitors, primary screen, biochemical, single point, plate reader; Toxin B (Clostridioides difficile), P18177; TcdB glycohydrolase enzymatic assay; inhibition, % at 9.99 µM; 350,000 compounds, 0.24% hits; in the data active means inhibition above about 10%
Anthrax LF inh2: Bacillus anthracis LF protease inhibitors, primary screen, biochemical, multiplex microsphere, MLPCN library | inhibition, % at 10 µM | 360,000 compounds, 0.12% hits | AID 588501, 2011 | Lethal factor (Bacillus anthracis), P15917 | multiplex microsphere protease cleavage assay; in the data active means inhibition above about 30%; further: plate controls were buffer without enzyme for full effect and enzyme alone for no effect
Target sequence (P15917 whole entry, looked up): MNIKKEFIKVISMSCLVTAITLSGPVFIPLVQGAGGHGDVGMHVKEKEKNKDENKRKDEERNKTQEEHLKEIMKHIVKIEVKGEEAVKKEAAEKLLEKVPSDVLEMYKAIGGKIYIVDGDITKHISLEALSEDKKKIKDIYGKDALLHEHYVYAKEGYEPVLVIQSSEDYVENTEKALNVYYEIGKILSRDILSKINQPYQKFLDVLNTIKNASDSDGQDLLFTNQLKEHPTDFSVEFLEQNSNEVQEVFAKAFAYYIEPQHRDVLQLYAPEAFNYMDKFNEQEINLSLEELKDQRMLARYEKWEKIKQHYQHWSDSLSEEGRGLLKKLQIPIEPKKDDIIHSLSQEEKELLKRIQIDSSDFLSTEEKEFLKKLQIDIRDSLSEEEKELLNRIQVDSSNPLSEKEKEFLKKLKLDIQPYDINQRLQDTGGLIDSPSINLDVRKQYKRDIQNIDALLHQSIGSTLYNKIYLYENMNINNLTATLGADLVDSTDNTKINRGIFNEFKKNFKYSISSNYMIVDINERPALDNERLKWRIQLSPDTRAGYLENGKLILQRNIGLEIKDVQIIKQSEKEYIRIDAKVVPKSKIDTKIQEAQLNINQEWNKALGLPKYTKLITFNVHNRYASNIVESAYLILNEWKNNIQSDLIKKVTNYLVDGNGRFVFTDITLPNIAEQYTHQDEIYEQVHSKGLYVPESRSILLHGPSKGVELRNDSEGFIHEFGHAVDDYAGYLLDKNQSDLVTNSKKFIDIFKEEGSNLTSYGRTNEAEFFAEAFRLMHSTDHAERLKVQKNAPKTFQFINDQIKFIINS
* marks the source's active call; other numbers are inactive results. Not all compounds are listed; count on the stated rates, not on these rows.

For CC(C)(C)NC(=O)N1CCN(c2nc(-c3ccccc3)ns2)CC1 the results were DUSP3 inh 4, Rv3671c inh 0, Yp Topo-I inh 4, PriA SSB inh -18, PfHsp40 rescue 0.4, MazEF act 0, SARS 3CLpro inh -1, Vc quorum ag inactive, TcdB GH inh -0.9 and Anthrax LF inh2 4.
For Cc1ccc(CNc2nc(C)c(C(=O)N(C)C)s2)cc1 the results were DUSP3 inh 2, Rv3671c inh 5, Yp Topo-I inh -6, PriA SSB inh -9, PfHsp40 rescue 0.3, MazEF act -1, SARS 3CLpro inh 5, Vc quorum ag -0.2, TcdB GH inh 1.3 and Anthrax LF inh2 0.
`CN1CC(c2ccccn2)C2(SC(=S)N(Cc3ccccc3)C2=O)C12C(=O)Nc1ccccc12` (stereo unspecified) gave DUSP3 inh 24, Rv3671c inh -8, Yp Topo-I inh 2, PriA SSB inh 93, PfHsp40 rescue -0.1, MazEF act 0, SARS 3CLpro inh 1, Vc quorum ag inactive and Anthrax LF inh2 -2.
Cc1c(C(=O)N2CCOCC2)oc2ccc(Br)cc12 was read as Rv3671c inh -6, Yp Topo-I inh -4, PriA SSB inh -10, PfHsp40 rescue -0.6, MazEF act -2, Vc quorum ag -0.3, TcdB GH inh 0.8 and Anthrax LF inh2 -4.
`Cc1nn(C(C)C(=O)NC(C)CCc2ccccc2)c(=O)c2cc3occc3n12` (stereo unspecified) gave DUSP3 inh -13, Rv3671c inh -9, Yp Topo-I inh -12, PriA SSB inh 1, PfHsp40 rescue 0.5, MazEF act 11, SARS 3CLpro inh -4, Vc quorum ag inactive, TcdB GH inh 0.3 and Anthrax LF inh2 -1.
Cc1cc(C)c(C)c(S(=O)(=O)Nc2cccc(-n3cnnn3)c2)c1C was read as DUSP3 inh -35, Rv3671c inh -5, Yp Topo-I inh 13, PriA SSB inh 18, PfHsp40 rescue -0.3, MazEF act 4, SARS 3CLpro inh -2, Vc quorum ag inactive, TcdB GH inh 0.7 and Anthrax LF inh2 -2.
COc1ccccc1NC(=O)COc1ccc(Br)cc1CNCCCN1CCOCC1 was read as DUSP3 inh 32, Rv3671c inh 4, Yp Topo-I inh 0, PriA SSB inh -4, PfHsp40 rescue 1.5, MazEF act 4, SARS 3CLpro inh 1, Vc quorum ag 0.3, TcdB GH inh 0.4 and Anthrax LF inh2 -1.
Screening Cc1cc([N+](=O)[O-])c2[nH]c(C(=O)N/N=C/c3ccccc3C(=O)O)c(-c3ccccc3)c2c1 returned DUSP3 inh 90*, Yp Topo-I inh 11, PfHsp40 rescue -1.1, MazEF act -5, SARS 3CLpro inh -2, Vc quorum ag inactive and Anthrax LF inh2 2.
CCOC(=O)c1sc(=NC(=O)c2ccc(F)cc2)n(C)c1C was read as DUSP3 inh 10, Rv3671c inh -7, Yp Topo-I inh 5, PriA SSB inh -11, PfHsp40 rescue 0.8, MazEF act 4, SARS 3CLpro inh 2, Vc quorum ag -2.4, TcdB GH inh 0.6 and Anthrax LF inh2 4.
`COc1ccc(-n2c(C)cc(C(=O)COC(=O)Cn3cnc4ccccc43)c2C)cc1` gave DUSP3 inh -1, Rv3671c inh -5, Yp Topo-I inh 23, PriA SSB inh -4, PfHsp40 rescue 1.4, MazEF act 0, SARS 3CLpro inh -1, Vc quorum ag 0.3 and Anthrax LF inh2 -6.
N#Cc1nc(-c2ccccc2)oc1NCc1ccco1 was read as DUSP3 inh -15, Rv3671c inh 8, Yp Topo-I inh -2, PriA SSB inh -4, PfHsp40 rescue 0.2, MazEF act -3, SARS 3CLpro inh 5, Vc quorum ag -0.2, TcdB GH inh 1.7 and Anthrax LF inh2 -8.
CCn1c(SCc2ccccc2)nc2cc(S(N)(=O)=O)ccc21 was read as DUSP3 inh 31, Rv3671c inh -7, Yp Topo-I inh 16, PriA SSB inh -21, PfHsp40 rescue 0.9, MazEF act 3, SARS 3CLpro inh -1, Vc quorum ag -0.3, TcdB GH inh -2.7 and Anthrax LF inh2 3.

Ordered by SMILES length (falling): part of the list above.
Screening Cc1cc([N+](=O)[O-])c2[nH]c(C(=O)N/N=C/c3ccccc3C(=O)O)c(-c3ccccc3)c2c1 returned DUSP3 inh 90*, Yp Topo-I inh 11, PfHsp40 rescue -1.1, MazEF act -5, SARS 3CLpro inh -2, Vc quorum ag inactive and Anthrax LF inh2 2.
Cc1cc(C)c(C)c(S(=O)(=O)Nc2cccc(-n3cnnn3)c2)c1C was read as DUSP3 inh -35, Rv3671c inh -5, Yp Topo-I inh 13, PriA SSB inh 18, PfHsp40 rescue -0.3, MazEF act 4, SARS 3CLpro inh -2, Vc quorum ag inactive, TcdB GH inh 0.7 and Anthrax LF inh2 -2.
COc1ccccc1NC(=O)COc1ccc(Br)cc1CNCCCN1CCOCC1 was read as DUSP3 inh 32, Rv3671c inh 4, Yp Topo-I inh 0, PriA SSB inh -4, PfHsp40 rescue 1.5, MazEF act 4, SARS 3CLpro inh 1, Vc quorum ag 0.3, TcdB GH inh 0.4 and Anthrax LF inh2 -1.
For Cc1ccc(CNc2nc(C)c(C(=O)N(C)C)s2)cc1 the results were DUSP3 inh 2, Rv3671c inh 5, Yp Topo-I inh -6, PriA SSB inh -9, PfHsp40 rescue 0.3, MazEF act -1, SARS 3CLpro inh 5, Vc quorum ag -0.2, TcdB GH inh 1.3 and Anthrax LF inh2 0.

Next results.
For CCOC(=O)N1CCN(C(=O)COC(=O)c2ccc([N+](=O)[O-])cc2Cl)CC1 the results were Yp Topo-I inh -1, PriA SSB inh -7, PfHsp40 rescue 1.1, MazEF act -7, Vc quorum ag -0.7 and TcdB GH inh 0.6.
CCOc1ccc(NC(=O)CCC(=O)c2ccc(-c3ccccc3)cc2)cc1 was read as DUSP3 inh -1, Rv3671c inh -7, Yp Topo-I inh -2, PriA SSB inh 0, PfHsp40 rescue -0.5, MazEF act -19, SARS 3CLpro inh 4, Vc quorum ag -0.2 and Anthrax LF inh2 0.
`CCC/S(CC1CC1(Cl)Cl)=N\S(=O)(=O)c1ccc(C)cc1` (stereo unspecified) gave DUSP3 inh 5, Rv3671c inh 4, Yp Topo-I inh 4, PfHsp40 rescue -1.1, MazEF act 5, SARS 3CLpro inh 7, Vc quorum ag -0.9 and Anthrax LF inh2 0.
COC(=O)C1CN(C(=O)COc2cc(C)cc(C)c2)c2ccccc2O1 (stereo unspecified) was read as DUSP3 inh 21, Rv3671c inh 5, Yp Topo-I inh -4, PriA SSB inh -5, PfHsp40 rescue 1.0, MazEF act -7, SARS 3CLpro inh 1, Vc quorum ag inactive, TcdB GH inh 0.3 and Anthrax LF inh2 -7.
CN1CCN(c2ccc(CNC(=O)C3Cc4c(-c5ccc(Cl)cc5)ccnc4O3)cc2)CC1 (stereo unspecified) was read as Yp Topo-I inh 2, Vc quorum ag inactive, TcdB GH inh 1.3 and Anthrax LF inh2 3.
`Cc1ccc2c(c1)N(CC(=O)NCCCc1ccccc1)C(=O)c1cccnc1O2` gave DUSP3 inh 29, Rv3671c inh -4, Yp Topo-I inh 17, PriA SSB inh -3, PfHsp40 rescue -0.4, MazEF act -5, SARS 3CLpro inh 6, Vc quorum ag -0.4, TcdB GH inh 1.0 and Anthrax LF inh2 7.
`CCCn1c(-c2cc(OC)c(OC)c(OC)c2)nc2nc3ccccc3nc21` gave DUSP3 inh 19, Rv3671c inh 6, Yp Topo-I inh 0, PriA SSB inh -6, PfHsp40 rescue 1.4, MazEF act 10, SARS 3CLpro inh -1 and Anthrax LF inh2 6.
Screening CCCn1c(C(C)Nc2nc(-c3ccc(Cl)c([N+](=O)[O-])c3)cs2)nc2cc(Cl)c(N3CCCCC3)cc21 (stereo unspecified) returned DUSP3 inh 13, Rv3671c inh 0, Yp Topo-I inh -14, PriA SSB inh 4, PfHsp40 rescue -0.3, MazEF act -5, SARS 3CLpro inh -4, Vc quorum ag inactive and Anthrax LF inh2 -3.
C=CCNC(=O)C1CC(=O)N(c2ccc(C)cc2)C1 (stereo unspecified) was read as DUSP3 inh -9, Rv3671c inh 1, Yp Topo-I inh 3, PriA SSB inh 6, PfHsp40 rescue -0.1, MazEF act 8, SARS 3CLpro inh -3, Vc quorum ag inactive, TcdB GH inh 1.4 and Anthrax LF inh2 -4.
Screening Cc1ccc(S(=O)(=O)N2CCN(C(=O)COC(=O)/C=C/c3cccc(Cl)c3)CC2)c(C)c1 returned Yp Topo-I inh -5, PriA SSB inh -15, PfHsp40 rescue -0.7, MazEF act -9, Vc quorum ag inactive, TcdB GH inh 0.4 and Anthrax LF inh2 -8.
Screening CCCCNC(=O)NS(=O)(=O)c1ccc(NC(=O)C(NC(N)=O)C(C)CC)cc1 (stereo unspecified) returned DUSP3 inh 15, Rv3671c inh -1, Yp Topo-I inh 7, PriA SSB inh 0, PfHsp40 rescue 0.8, MazEF act 6, SARS 3CLpro inh -1, Vc quorum ag inactive, TcdB GH inh 0.2 and Anthrax LF inh2 -6.
Cc1cc(C)c(S(=O)(=O)Nc2ccccc2)c(C)c1 was read as Yp Topo-I inh 15, PriA SSB inh -6, PfHsp40 rescue -0.6, MazEF act -12, Vc quorum ag inactive, TcdB GH inh 2.9 and Anthrax LF inh2 -6.
Screening COc1ccc(COC(=O)NNC(=O)c2ccc(OC)cc2)cc1 returned DUSP3 inh 16, Rv3671c inh 0, Yp Topo-I inh -2, PriA SSB inh -7, PfHsp40 rescue 0.6, MazEF act -16, SARS 3CLpro inh -4, Vc quorum ag inactive and Anthrax LF inh2 -8.
`CSc1nncc(-c2ccc(F)cc2)n1` gave DUSP3 inh 4, Rv3671c inh 2, Yp Topo-I inh 2, PriA SSB inh -8, PfHsp40 rescue -0.3, MazEF act 9, SARS 3CLpro inh -3, Vc quorum ag -0.4 and Anthrax LF inh2 -2.
COC(=O)c1c(NC(=O)CN2CCC3(O)CCCCC3C2c2ccccc2OC)sc(C)c1C (stereo unspecified) was read as DUSP3 inh -2, Rv3671c inh -12, Yp Topo-I inh 6, PriA SSB inh -6, PfHsp40 rescue 0.5, MazEF act 2, SARS 3CLpro inh -2, Vc quorum ag -0.2, TcdB GH inh -0.1 and Anthrax LF inh2 -1.
CCCCOc1ccc(-c2nnn(C(C)(C)C(=O)OC)n2)cc1 was read as DUSP3 inh -2, Rv3671c inh 3, Yp Topo-I inh 26, PriA SSB inh -67, PfHsp40 rescue 7.4, MazEF act 2, SARS 3CLpro inh 2, Vc quorum ag -3.4 and Anthrax LF inh2 2.
For Cc1[nH]nc2c1C(c1ccccc1F)NC2=O (stereo unspecified) the results were DUSP3 inh 9, Rv3671c inh 6, Yp Topo-I inh 4, PriA SSB inh -2, PfHsp40 rescue 0.7, MazEF act 7, SARS 3CLpro inh -6, TcdB GH inh 1.1 and Anthrax LF inh2 -8.
Screening COc1ccccc1N=C(C)C1=C(O)CC(c2ccccc2)CC1=O (stereo unspecified) returned DUSP3 inh 21, Rv3671c inh -2, Yp Topo-I inh 22, PriA SSB inh -3, PfHsp40 rescue 0.2, MazEF act 4, SARS 3CLpro inh -3, Vc quorum ag -0.2, TcdB GH inh -0.7 and Anthrax LF inh2 -1.
